Screening results deposited in PubChem BioAssay by several laboratories.
M18AAP inhibitor = PfM18AAP inhibitors, malaria aminopeptidase, primary screen, biochemical, QFRET, recombinant enzyme; H-Glu-NHMec fluorogenic cleavage; 290,000 compounds, 1.2% hits; inhibition, % at 7.35 µM; M18 aspartyl aminopeptidase (Plasmodium falciparum 3D7);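 active = inhibition above the campaign mean inhibition over all tested compounds plus 3 SD, cut at about 28% in these data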;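 also: 0% = plate median of test compound wells and 100% = 2 mM ZnCl2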
GPR7 antagonist = GPR7 receptor antagonists, primary screen, cell-based, fluorescence, single concentration. Neuropeptides B/W receptor type 1 (Homo sapiens), P48145. 290,000 compounds, 1.1% hits. inhibition, % at 4.4 µM. GPR7-expressing cells, fluorescence antagonist assay; in the data active = inhibition above about 16%, passing the limit was not always enough;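 also: cells stimulated with the agonist NPW; 0% = agonist with vehicle and 100% = vehicle without agonist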
PHOSPHO1 inh = PubChem AID 1565; inhibition, % at 13.3 µM; recombinant PHOSPHO1, absorbance phosphatase assay; 290,000 compounds, 1.1% hits; Phosphoethanolamine/phosphocholine phosphatase (Homo sapiens), Q8TCT1; in the data active = inhibition above about 60%
MEKK2 WT-MEK5 = modulators of MEK5 binding to wildtype MEKK2, primary screen, biochemical, multiplex bead flow cytometry, Alexa488-MEK5 | Mitogen-activated protein kinase kinase kinase 2 (Homo sapiens), Q9Y2U5 | Alexa488-MEK5 binding to MEKK2 WT; actives lie on both sides | binding response (% of control), % at 10 µM | 290,000 compounds, 1.1% hits; in the data active = binding response below about 67% or above about 130%; inconclusive = no clear call, values can overlap the other calls; inactive = in between
OXTR agonist = human OXTR agonists, primary screen, fluorescence, CHO-OTR cells, Fluo-8 calcium; 320,000 compounds, 0.32% hits; activation, % at 3 µM; AID 2435, 2010; Fluo-8 calcium fluorescence; normalized: DMSO 0%, oxytocin 100%;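 active = activation above the mean of all tested compounds plus 3 SD, cutoff set per screening run, cut at about 20% in these data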;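 also: peak over basal fluorescence ratio from a 100 s FLIPR kinetic read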
Target sequence (P30559 whole entry, looked up): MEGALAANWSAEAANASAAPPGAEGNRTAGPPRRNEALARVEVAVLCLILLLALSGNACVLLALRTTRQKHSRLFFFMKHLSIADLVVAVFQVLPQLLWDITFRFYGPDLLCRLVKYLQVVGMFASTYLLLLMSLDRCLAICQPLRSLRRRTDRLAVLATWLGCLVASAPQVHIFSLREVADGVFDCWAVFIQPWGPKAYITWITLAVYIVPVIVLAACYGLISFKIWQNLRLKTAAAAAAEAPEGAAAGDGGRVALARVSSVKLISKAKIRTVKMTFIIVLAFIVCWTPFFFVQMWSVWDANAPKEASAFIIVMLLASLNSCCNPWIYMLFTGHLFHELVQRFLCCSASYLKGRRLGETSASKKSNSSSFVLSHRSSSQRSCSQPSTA
DNA FID counter = compounds displacing fluorescent DNA intercalator, primary screen, artefact control for HCV NS3 helicase inhibitor project, biochemical, FID fluorescence; inhibition, % at 7.9 µM; DNA fluorescent intercalator displacement; 290,000 compounds, 0.17% hits; AID 1845, 2009; in the data active = inhibition above about 37%;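 also: 0% = vehicle and 100% = reference compound; higher means more ethidium bromide displaced from hairpin DNA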
MEKK2 mut-MEK5 = MEK5 binding signal on mutant MEKK2 PB1, primary screen, biochemical, multiplex bead flow cytometry, Alexa488-MEK5; Alexa488-MEK5 binding to MEKK2 mutant; percent response, % at 10 µM; 290,000 compounds, 0.35% hits; in the data active = percent response above about 24%, passing the limit was not always enough; also: inactives centre near 1; some results filed as inactive read as strong as hits; reference of the scale not given here
MEKK3 PB1 HTS = modulators of MEKK3-MEK5 PB1 binding, primary screen, biochemical, wildtype MEKK3, multiplex bead flow cytometry, Alexa488-MEK5; Mitogen-activated protein kinase kinase kinase 3 (Homo sapiens), Q99759; AID 1529, 2009; bead-based flow cytometry, Alexa488-MEK5 binding to MEKK3; actives lie on both sides; 0 = blocked by unlabeled MEK5, 100 = vehicle; binding response (% of control), % at 10 µM; 290,000 compounds, 1.4% hits;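 active = binding response more than 3 SD above or below the average of its plate-row segment, actives on both sides; inconclusive = wells at one plate position flagged as instrument error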;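 also: Alexa488 bead fluorescence after subtracting the streptavidin-only scavenger bead signal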
Target sequence (Q99759 whole entry, looked up): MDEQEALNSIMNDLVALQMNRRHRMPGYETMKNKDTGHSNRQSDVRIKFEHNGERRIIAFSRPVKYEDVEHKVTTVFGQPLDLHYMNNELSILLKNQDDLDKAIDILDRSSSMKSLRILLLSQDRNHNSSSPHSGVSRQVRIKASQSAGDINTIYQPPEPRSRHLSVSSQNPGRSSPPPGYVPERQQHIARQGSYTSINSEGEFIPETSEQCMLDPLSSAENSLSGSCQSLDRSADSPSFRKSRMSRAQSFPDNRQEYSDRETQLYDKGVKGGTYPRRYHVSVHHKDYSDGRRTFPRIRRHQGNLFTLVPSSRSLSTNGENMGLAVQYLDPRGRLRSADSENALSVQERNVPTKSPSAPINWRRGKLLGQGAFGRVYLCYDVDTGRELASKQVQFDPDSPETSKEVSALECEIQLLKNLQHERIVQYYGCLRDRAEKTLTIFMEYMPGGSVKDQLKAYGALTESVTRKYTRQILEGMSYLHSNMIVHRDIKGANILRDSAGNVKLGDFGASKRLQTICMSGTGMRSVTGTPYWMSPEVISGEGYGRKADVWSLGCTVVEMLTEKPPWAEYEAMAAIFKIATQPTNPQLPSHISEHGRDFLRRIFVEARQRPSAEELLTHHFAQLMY
NALP1 inh = NALP1 inflammasome inhibitors in reconstituted yeast, colorimetric, S. cerevisiae, triplicate retest | S. cerevisiae NALP1/ASC/caspase-1 growth, X-gal OD620, 72 h | inhibition, % at 10 µM | 280,000 compounds, 0.61% hits | AID 2071, 2009; in the data active = inhibition mostly above about 24%, no sharp cut-off; inactive = mostly below about 32%; also: some compounds called inactive have numbers as strong as hits
An asterisk follows results filed as active; u = inconclusive; x = not tested or not shown; & = joins results of further samples.

no.	Structure	M18AAP inhibitor	GPR7 antagonist	PHOSPHO1 inh	MEKK2 WT-MEK5	OXTR agonist
1	CCCOc1ccc(NC(=O)C2CC(=O)N/C(=N/N=C(C)/C=C/c3ccc(N(C)C)cc3)S2)cc1 (configuration not stated)	-3	-11	19	102	0.8
2	CCOc1ccc(Nc2cc(Nc3ccccc3OCC)nc(C=C(C#N)C#N)n2)cc1	-6	-8	37	110	-1.1
3	COc1ccc2c(c1OC)C(=O)OC2C1c2c(cc3c(c2OC)OCO3)CCN1C (configuration not stated)	-4&2	2&-2	6&18	101&105	-1.0&-0.5&-0.1
4	O=C(c1ccc(S(=O)(=O)c2cccc(Cl)c2)c([N+](=O)[O-])c1)N1CCN(c2ccccn2)CC1	-4	12	-12	97	6.4
5	CCOc1ccccc1NC(=O)c1ccc(C(=O)Nc2ccccc2OCC)nc1	2	-25	39	103	-1.0
6	CCOc1ccc(N2C(=O)C3CC(C)=C(C)CC3C2=O)c([N+](=O)[O-])c1 (configuration not stated)	11	-3	28	101	-1.1
7	CCOC(=O)N1CCN(C(=O)CSCc2ccccc2)CC1	-1	1	-12	95	-1.7
8	CCCCCCOC(=O)C(C#N)c1nc2ccccc2nc1N1CCCCC1 (configuration not stated)	-1	-7	0	90	-0.9

no.	DNA FID counter	MEKK2 mut-MEK5	MEKK3 PB1 HTS	NALP1 inh
1	-21	-2	108	-4
2	0	6	105	5
3	-10&-7	4&1	89&102	27&24
4	2	-1	99	2
5	-6	5	104	10
6	-7	4	99	-8
7	-15	-1	96	24
8	-2	-6	87	19

New compounds follow.
no.	Structure	M18AAP inhibitor	GPR7 antagonist	PHOSPHO1 inh	MEKK2 WT-MEK5	OXTR agonist
9	CCN1CCN(c2ccc(NC(=O)c3ccco3)cc2Cl)CC1	1	-10	35	106	1.3
10	CC(C)(C)c1ccc(-c2nc3c(C#N)c(-c4ccc5c(c4)OCO5)ccn3n2)cc1	-4	-6	-8	101	0.9
11	O=[N+]([O-])c1cccc(/C=N\N=C2c3ccccc3-c3ccccc32)c1O	15	6	15	83	-0.5
12	O=C(NC1CC1)c1cc(OCC(F)(F)F)ccc1OCC(F)(F)F	-5	-4	34	83	-1.2
13	COCCn1c(SCC(=O)Nc2ccccc2OC)nc2c(oc3ccccc32)c1=O	-17	1	10	90	-1.7
14	COc1cc(C(=O)COC(=O)c2cnc(C)cn2)ccc1OC(F)F	1	-13	36	99	0.7
15	O=C(O)C1=C[C@@H](c2ccc(C(F)(F)F)cc2)C[C@@H](OCc2ccc(CO)cc2)O1	3	-14	-12	98	-0.2
16	CCn1ncc([N+](=O)[O-])c1C(=O)Nc1nc2cccc(C)c2s1	-3	-6	49	97	-0.2

no.	DNA FID counter	MEKK2 mut-MEK5	MEKK3 PB1 HTS	NALP1 inh
9	0	1	104	14
10	3	3	106	26
11	-4	-3	91	-10
12	-3	-18	85	17
13	-5	-5	96	4
14	-3	5	97	10
15	-35	4	104	-2
16	9	-6	103	2

More records:
no.	Structure	M18AAP inhibitor	GPR7 antagonist	PHOSPHO1 inh	MEKK2 WT-MEK5	OXTR agonist
17	CS(=O)(=O)c1ccc2nc(NC(=O)c3ccco3)sc2c1	3	-12	-6	113	0.0
18	O=C(NCCCNc1ccc([N+](=O)[O-])cc1)C(F)(F)F	2	-3	-8	91	1.8
19	O=C(c1ccc2c(=O)n(CCc3ccccc3)c(=O)[nH]c2c1)N1CCN(c2ccc(F)cc2)CC1	-14	-14	32	94	3.0
20	Cc1ccc(Oc2ncccc2C(=O)NCC(=O)O)cc1	4	-20	7	102	0.9
21	CCNS(=O)(=O)c1ccc(CCC(=O)NCc2ccccc2)cc1	0	-9	15	98	-1.1
22	CCn1c(C(=O)NC(C)c2ccc3c(c2)OCCO3)cc2sccc21 (configuration not stated)	-3	-8	13	104	-1.1
23	CCC(=O)N(CCc1ccccc1)Cc1cc2cc(C)ccc2[nH]c1=O	4	-4	-3	100	x
24	Cc1ccsc1/C=N/NC(=O)c1nnn(-c2nonc2N)c1C(C)C	3	-5	28	105	22*

no.	DNA FID counter	MEKK2 mut-MEK5	MEKK3 PB1 HTS	NALP1 inh
17	-4	14	115	18
18	1	-3	93	27
19	-36	-5	102	10
20	0	2	104	7
21	-3	0	99	22
22	-15	-2	98	12
23	-36	6	104	22
24	-23	3	102	0

More structures:
no.	Structure	M18AAP inhibitor	GPR7 antagonist	PHOSPHO1 inh	MEKK2 WT-MEK5	OXTR agonist
25	Cn1c(Cn2nnc3ccccc32)nnc1SCC(=O)N1c2ccccc2Sc2ccccc21	5	-1	30	94	2.0
26	CC(C)COc1cccc(C(=O)NC2(C)CCS(=O)(=O)C2)c1 (configuration not stated)	0	-15	23	108	0.8
27	NC(=O)c1cc([N+](=O)[O-])ccc1N1CCCCC1	-15	-3	-1	99	-1.1
28	O=C(CCCCCn1c(=O)[nH]c2ccsc2c1=O)NCc1ccc2c(c1)OCO2	-3	-11	-100	107	-1.9
29	CCCOc1ccc(N2C(=O)CC(NCc3cccs3)C2=O)cc1 (configuration not stated)	-21	-7	5	104	-1.7
30	O=C(Oc1ccc(Cl)c2ccccc12)N1CCCCC1	6	-11	1	100	-1.8
31	CC(C(=O)Nc1ccccc1C(=O)O)n1c(C(F)(F)F)nc2ccccc21 (configuration not stated)	-1	4	20	102	-0.2
32	CCCCCNC(=O)CCc1ccccc1	-3	-16	6	100	-1.8

no.	DNA FID counter	MEKK2 mut-MEK5	MEKK3 PB1 HTS	NALP1 inh
25	-38	-2	97	21
26	-6	7	102	13
27	-5	-1	98	22
28	-6	1	103	13
29	-9	10	108	0
30	-10	-3	100	-25
31	-20	-1	100	13
32	-5	3	94	4

Further structures follow.
no.	Structure	M18AAP inhibitor	GPR7 antagonist	PHOSPHO1 inh	MEKK2 WT-MEK5	OXTR agonist
33	COc1ccc(C)cc1NC(=S)NC(C)c1ccc(OC)c(OC)c1 (configuration not stated)	-1	4	11	96	-2.3
34	Cc1c(NC(=S)N/N=C/C=C/c2ccccc2)c(=O)n(-c2ccccc2)n1C	12	-6	-6	94	-1.9
35	CCn1c(=O)[nH]c2cc(C(=O)N3CCN(c4ccccc4)CC3)ccc2c1=O	3	-9	-40	97	-0.2
36	CC(C)c1ccc(NC2CCCN(C(=O)c3ccco3)C2)cc1 (configuration not stated)	-1	-2	17	98	-0.7
37	COc1ccccc1C(c1c(N)n(C)c(=O)n(C)c1=O)C(C)[N+](=O)[O-] (configuration not stated)	13	-13	43	107	0.7
38	O=C(Nc1cc(C(F)(F)F)ccc1N1CCOCC1)c1cncc(Br)c1	-6	-4	-14	89	-1.9
39	c1ccc(C[n+]2csc3ccccc32)cc1	30*	12	56	103	-0.4
40	Cc1ccc(-c2nc(C)c(C(=O)O)s2)cc1	2	-8	14	105	-0.6

no.	DNA FID counter	MEKK2 mut-MEK5	MEKK3 PB1 HTS	NALP1 inh
33	-21	-3	97	-48
34	-27	-4	101	12
35	1	-1	98	-4
36	-33	0	94	-3
37	0	0	105	x
38	-4	-6	95	7
39	-15	5	102	0
40	-1	9	105	-11

(more compounds)
no.	Structure	M18AAP inhibitor	GPR7 antagonist	PHOSPHO1 inh	MEKK2 WT-MEK5	OXTR agonist
41	COc1ccc(/C=C/C(=O)NC(=S)NNC(=O)Cc2cccs2)cc1	3	-9	96*	x	4.1
42	COc1cccc(OC)c1C(=O)NNC(=O)c1ccc(F)cc1	9	-17	-16	95	-0.2
43	O=C1NCCC/C1=N\Nc1ccc(Br)cc1	14	-15	20	97	-1.5
44	CCc1ccc(CNC(=O)CCS(=O)(=O)Cc2ccccc2F)cc1	14	-5	16	96	-0.4
45	Cn1cc(/C=C(\C#N)C(=O)Nc2cccc([N+](=O)[O-])c2)c2ccccc21	7	-14	2	106	0.9
46	Brc1cc2c(cc1/C=N/Nc1nc(N3CCOCC3)nc(N3CCOCC3)n1)OCO2	2	-8	8	101	-2.1
47	CC1CN(CCC(=O)Nc2ccc3c(c2)CCC3)CC(C)O1 (configuration not stated)	-4	-7	11	105	0.5
48	O=C1CC(N2CCN(c3ccc(F)cc3)CC2)C(=O)N1Cc1cccs1 (configuration not stated)	-4	-7	7	101	1.3

no.	DNA FID counter	MEKK2 mut-MEK5	MEKK3 PB1 HTS	NALP1 inh
41	-12	x	x	-9
42	-4	-1	98	-1
43	-3	-3	104	-31
44	-25	3	97	-18
45	-2	2	99	2
46	-14	0	116	35
47	3	2	103	0
48	-9	0	99	14

Part of the list above in order of length of the SMILES, largest number first:
no.	Structure	M18AAP inhibitor	GPR7 antagonist	PHOSPHO1 inh	MEKK2 WT-MEK5	OXTR agonist
45	Cn1cc(/C=C(\C#N)C(=O)Nc2cccc([N+](=O)[O-])c2)c2ccccc21	7	-14	2	106	0.9
46	Brc1cc2c(cc1/C=N/Nc1nc(N3CCOCC3)nc(N3CCOCC3)n1)OCO2	2	-8	8	101	-2.1
44	CCc1ccc(CNC(=O)CCS(=O)(=O)Cc2ccccc2F)cc1	14	-5	16	96	-0.4
42	COc1cccc(OC)c1C(=O)NNC(=O)c1ccc(F)cc1	9	-17	-16	95	-0.2
40	Cc1ccc(-c2nc(C)c(C(=O)O)s2)cc1	2	-8	14	105	-0.6
43	O=C1NCCC/C1=N\Nc1ccc(Br)cc1	14	-15	20	97	-1.5

no.	DNA FID counter	MEKK2 mut-MEK5	MEKK3 PB1 HTS	NALP1 inh
45	-2	2	99	2
46	-14	0	116	35
44	-25	3	97	-18
42	-4	-1	98	-1
40	-1	9	105	-11
43	-3	-3	104	-31

Continuation.
no.	Structure	M18AAP inhibitor	GPR7 antagonist	PHOSPHO1 inh	MEKK2 WT-MEK5	OXTR agonist
49	O=C(NC1CCCCC1)C(c1ccccc1)N1CCOCC1 (configuration not stated)	-5	-2	36	u	-0.2
50	COCCn1c(=O)[nH]c2cc(C(=O)N3CCN(c4ccc(Cl)cc4)CC3)ccc2c1=O	-2	-8	28	93	5.0
51	COc1ccc(OC)c(S(=O)(=O)N(C)CC(=O)Nc2ccc3c(c2)OCO3)c1	4	-4	4	93	2.9
52	O=c1oc(-c2cccs2)nc2scc(-c3cccs3)c12	-1	-16	-14	x	-1.4
53	COc1ccc(S(=O)(=O)NCC2CCCN(C(=O)c3sccc3C)C2)cc1 (configuration not stated)	3	-4	-24	102	0.5
54	COc1cccc(NC(=S)NC(=O)c2c(Cl)c(C)nn2C)c1	5	-11	-5	99	-1.7
55	CCc1nnc(NC(=O)CSCc2cc(=O)n3ccsc3n2)s1	-9	-7	2	93	1.5
56	COc1ccc(/C=C(/NC(=O)c2ccccc2)C(=O)N/N=C/c2ccc3c(c2)OCO3)cc1OC	1	-16	37	102	x

no.	DNA FID counter	MEKK2 mut-MEK5	MEKK3 PB1 HTS	NALP1 inh
49	-7	-28	u	1
50	-48	-4	98	19
51	-13	-8	90	24
52	-4	x	x	12
53	-22	-4	98	6
54	-6	0	99	20
55	-4	-7	92	25
56	-19	2	102	19
